Source: PubChem
VEEV TC-83 Vero = inhibitors of VEEV TC-83 cytopathic effect, confirmation, Vero cells (AID 588727); Vero cells, VEEV TC-83 cytopathic effect inhibition; higher % means a stronger effect; inhibition, % at 20 µM; hits with a dose series show IC50 in µM; actives 0.13% (n = 350,000); in the data active = a potency from the dose series; inconclusive = inhibition mostly from about 14% at the one dose, without a potency; inactive = the rest, 99 in 100 with inhibition below about 12%; also: strong numbers were not always called active
influenza NS1A = H1N1 influenza NS1A inhibitors, functional cell based assay (AID 504329) | actives 0.3% (n = 340,000) | NS1A functional cell-based assay, percent inhibition; higher % means a stronger effect | inhibition, % at 12.5 µM; hits with a dose series show IC50 in µM; in the data active = a potency from the dose series; inconclusive = inhibition above about 27% without an active follow-up result; also: strong numbers were not always called active
tuberculosis growth = growth inhibition of non-replicating M. tuberculosis (AID 488890). actives 0.39% (n = 320,000). inhibition, % at 25 µM; hits with a dose series show IC50 in µM. Mycobacterium tuberculosis non-replicating, growth inhibition; higher % means a stronger effect; in the data active = a potency from the dose series; inconclusive = inhibition mostly from about 82% at the one dose, without a potency; inactive = the rest, 99 in 100 with inhibition below about 76%;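 also: plate controls were DMSO cells for no effect and high antibiotic wells for full effect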
Salmonella PhoP GFP = PhoP regulon inhibitors, Salmonella typhi PhoP promoter GFP reporter, confirmatory (AID 1850); Salmonella Typhi PhoP-promoter GFP reporter, fluorescence, 4 h; higher % means a stronger effect; inhibition, % at 50 µM; hits with a dose series show IC50 in µM; actives 0.33% (n = 310,000); in the data active = a potency from the dose series; inconclusive = inhibition mostly from about 25% at the one dose, without a potency; inactive = the rest, 99 in 100 with inhibition below about 19%;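 also: 0% = induced wells with vehicle and 100% = uninduced wells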
H37Rv inhibition = M. tuberculosis growth inhibition, HTS (AID 449762); M. tuberculosis H37Rv growth inhibition, 7H9 media; higher % means a stronger effect; inhibition, % at 25 µM, or IC50 in µM where a hit was titrated; actives 0.59% (n = 330,000); in the data active = a potency from the dose series; inconclusive = inhibition above about 70% without an active follow-up result;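 also: bacterial growth assessed after seven days of incubation; strong numbers were not always called active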
* hit, by the source's call.

How did CCSc1nnc2ccc(-c3ccco3)nn12 do in these assays?
VEEV TC-83 Vero: 0.4%; influenza NS1A: -10%; tuberculosis growth: -2%; Salmonella PhoP GFP: -1%; H37Rv inhibition: -12%

What do the screens show for `COC(=O)Nc1nnc(-c2ccccc2OC)s1`?
VEEV TC-83 Vero: 2.5%; influenza NS1A: 0%; tuberculosis growth: 22%; Salmonella PhoP GFP: 2%; H37Rv inhibition: 8%

How did CCN1CCN(S(=O)(=O)c2cc(C)c(OC)cc2C)CC1 do in these assays?
VEEV TC-83 Vero: 0.2%; influenza NS1A: -8%; tuberculosis growth: 33%; Salmonella PhoP GFP: -4%; H37Rv inhibition: 5%

Results for CCOC(=O)C1(Cc2cccc(OC)c2)CCN(Cc2cccc3cnccc23)CC1 ?
VEEV TC-83 Vero: inactive; influenza NS1A: 7%; tuberculosis growth: 18%; Salmonella PhoP GFP: -2%; H37Rv inhibition: 7%

How did CC(=O)c1cccc(OCC(O)CNCC2CCCCC2)c1 (centres undefined) do in these assays?
VEEV TC-83 Vero: 1.1%; influenza NS1A: 2%; tuberculosis growth: -2%; Salmonella PhoP GFP: 0%; H37Rv inhibition: -5%

How did Cc1ccc(F)cc1NC(=O)CSc1n[nH]c(N)n1 do in these assays?
VEEV TC-83 Vero: 1.8%; influenza NS1A: -10%; tuberculosis growth: -6%; H37Rv inhibition: -3%

What do the screens show for `O=S(=O)(Nc1cccc(S(=O)(=O)N2CCCC2)c1)c1ccc(Cl)s1`?
VEEV TC-83 Vero: 3.1%; influenza NS1A: 13%; tuberculosis growth: 7%; H37Rv inhibition: 1%

Results for CCOCCCNC(=S)N1CCN(c2nc(-c3ccc(F)cc3)cs2)CC1 ?
VEEV TC-83 Vero: 1.6%; influenza NS1A: 0%; tuberculosis growth: 31%; Salmonella PhoP GFP: 2%; H37Rv inhibition: 28%

How did Cc1cccc(-c2nc(CS(=O)CC(=O)N3CCCCC3)c(C)o2)c1 (centres undefined) do in these assays?
VEEV TC-83 Vero: 2.5%; influenza NS1A: -12%; tuberculosis growth: -10%; Salmonella PhoP GFP: 0%; H37Rv inhibition: -2%

What do the screens show for `CCN(CC)c1cccc(OC2=NS(=O)(=O)c3ccccc32)c1`?
VEEV TC-83 Vero: inactive; influenza NS1A: -2%; tuberculosis growth: -1%; Salmonella PhoP GFP: 1%; H37Rv inhibition: -15%

What do the screens show for `O=C(NCc1cccs1)C1CC(c2ccc(F)cc2)=NO1` (centres undefined)?
VEEV TC-83 Vero: 0.5%; influenza NS1A: -7%; tuberculosis growth: 54%; Salmonella PhoP GFP: 7%; H37Rv inhibition: 11%

What do the screens show for `Cc1ccc(CCNC(=O)CCS(=O)(=O)c2ccc3nc(C)sc3c2)cc1`?
VEEV TC-83 Vero: 0.0%; influenza NS1A: -6%; tuberculosis growth: 16%; Salmonella PhoP GFP: -12%; H37Rv inhibition: -12%

Results for COc1ccc(NC(=O)CCCN2C(=O)CCC2=O)cc1Cl ?
VEEV TC-83 Vero: 0.1%; influenza NS1A: -1%; tuberculosis growth: 2%; Salmonella PhoP GFP: 0%; H37Rv inhibition: inconclusive

Results for COc1ccc(OC)c(N(C(=O)c2snc(C(N)=O)c2N)C(C(=O)NCc2ccccc2)c2ccc(O)cc2)c1 (centres undefined) ?
VEEV TC-83 Vero: inactive; influenza NS1A: 2%; tuberculosis growth: 10%; Salmonella PhoP GFP: 1%; H37Rv inhibition: -4%

How did O=C1c2ccccc2S(=O)(=O)c2cc(C(=O)N3CCN(c4ncccn4)CC3)ccc21 do in these assays?
VEEV TC-83 Vero: 0.7%; influenza NS1A: 7%; tuberculosis growth: -1%; Salmonella PhoP GFP: 0%; H37Rv inhibition: -4%

How did COCC(C)NC(=O)c1oc2c(c1C)C1(CCC2)SCCS1 (centres undefined) do in these assays?
VEEV TC-83 Vero: inactive; influenza NS1A: 0%; tuberculosis growth: -3%; Salmonella PhoP GFP: -9%; H37Rv inhibition: -4%

How did Cc1cc(N2CCOCC2)c2c(N)c(Br)cc(C)c2n1 do in these assays?
VEEV TC-83 Vero: 1.1%; influenza NS1A: -5%; tuberculosis growth: 47%; Salmonella PhoP GFP: -6%; H37Rv inhibition: -8%

How did CCOC(=O)CC1(C)NC(=O)c2c(C)sc(C(=O)OCC)c2N1 (centres undefined) do in these assays?
VEEV TC-83 Vero: 4.8%; influenza NS1A: -16%; tuberculosis growth: -11%; Salmonella PhoP GFP: 3%; H37Rv inhibition: -1%

How did CCc1ccc(S(=O)(=O)NCc2cn3cccc(C)c3n2)s1 do in these assays?
VEEV TC-83 Vero: 0.9%; influenza NS1A: 1%; tuberculosis growth: 13%; Salmonella PhoP GFP: -6%; H37Rv inhibition: 5%

What do the screens show for `COC(=O)c1ccc(NC(=O)COc2cccc3c2OC(C)(C)C3)cc1`?
VEEV TC-83 Vero: 12%; influenza NS1A: 10%; tuberculosis growth: 28%; Salmonella PhoP GFP: 6%; H37Rv inhibition: 2%

What do the screens show for `CCC(=O)N1CCc2cc(S(=O)(=O)NCCc3ccc(S(N)(=O)=O)cc3)ccc21`?
VEEV TC-83 Vero: 1.9%; influenza NS1A: -3%; tuberculosis growth: -6%; Salmonella PhoP GFP: 2%; H37Rv inhibition: -1%

How did O=[N+]([O-])c1ccc(Oc2ccc(S(=O)(=O)N3CCCCC3)cc2)cc1 do in these assays?
VEEV TC-83 Vero: inactive; influenza NS1A: 8%; tuberculosis growth: 21%; Salmonella PhoP GFP: -12%; H37Rv inhibition: 5%

What do the screens show for `CN(C)CCN(CC1CCCN(Cc2ccccc2F)C1)C(=O)Cc1ccc(F)c(F)c1` (centres undefined)?
VEEV TC-83 Vero: 0.3%; influenza NS1A: 1%; tuberculosis growth: 32%; Salmonella PhoP GFP: -3%; H37Rv inhibition: -1%

How did CSCCC(NC(=O)c1ccc(Cl)cc1Cl)C(=O)NCc1ccncc1 (centres undefined) do in these assays?
VEEV TC-83 Vero: 4.8%; influenza NS1A: -4%; tuberculosis growth: -6%; Salmonella PhoP GFP: 1%; H37Rv inhibition: -2%

What do the screens show for `O=C1C=CN(Cc2ccccc2)CC1`?
VEEV TC-83 Vero: 0.3%; influenza NS1A: 10%; tuberculosis growth: -4%; Salmonella PhoP GFP: -2%; H37Rv inhibition: -6%

What do the screens show for `N#Cc1nc(-c2ccc(OCc3ccc(Cl)cc3)cc2)oc1NCCCn1ccnc1`?
VEEV TC-83 Vero: 0.3%; influenza NS1A: -2%; tuberculosis growth: 10%; Salmonella PhoP GFP: -18%; H37Rv inhibition: 1%

What do the screens show for `CSc1nc2sc3c(c2c(=O)[nH]1)CC(C)(C)OC3`?
VEEV TC-83 Vero: 1.7%; influenza NS1A: -3%; tuberculosis growth: 6%; Salmonella PhoP GFP: -5%; H37Rv inhibition: -2%

What do the screens show for `CCOc1ccc(S(=O)(=O)N2CCN(C(=O)C3CSC4(C)CCC(=O)N34)CC2)cc1` (centres undefined)?
VEEV TC-83 Vero: inactive; influenza NS1A: -8%; tuberculosis growth: -6%; H37Rv inhibition: -11%

Results for CCOC(=O)c1c(NC(=O)CSc2ncn[nH]2)sc(C)c1C ?
VEEV TC-83 Vero: 1.1%; influenza NS1A: 21%; tuberculosis growth: 3%; Salmonella PhoP GFP: -6%; H37Rv inhibition: -2%

What do the screens show for `O=C(Nc1nccs1)c1nc[nH]c1C(=O)N1CCN(c2ccccc2)CC1`?
VEEV TC-83 Vero: 0.4%; influenza NS1A: 11%; tuberculosis growth: -5%; H37Rv inhibition: -2%

What do the screens show for `Cc1cc(NC(=O)CCCC(=O)NCc2ccccc2)no1`?
VEEV TC-83 Vero: 0.3%; influenza NS1A: -15%; tuberculosis growth: -14%; Salmonella PhoP GFP: 7%; H37Rv inhibition: -10%

How did COCCNC(=O)C(C)OC(=O)c1cc2sccc2n1C (centres undefined) do in these assays?
VEEV TC-83 Vero: 0.4%; influenza NS1A: -1%; tuberculosis growth: -16%; Salmonella PhoP GFP: -14%; H37Rv inhibition: 0%

How did O=C(NCc1ccccc1Cl)C1CCCN1S(=O)(=O)c1ccc(F)cc1 (centres undefined) do in these assays?
VEEV TC-83 Vero: 0.5%; influenza NS1A: 5%; tuberculosis growth: 13%; Salmonella PhoP GFP: -7%; H37Rv inhibition: 1%

How did COc1ccc2oc(=O)c(C(=O)N3CCN(c4ccc(F)cc4)CC3)cc2c1 do in these assays?
VEEV TC-83 Vero: 0.5%; influenza NS1A: -9%; tuberculosis growth: 22%; Salmonella PhoP GFP: 4%; H37Rv inhibition: 7%

What do the screens show for `CC(Oc1ccc2ccccc2c1)C(=O)NNC(=O)Nc1ccccc1F` (centres undefined)?
VEEV TC-83 Vero: 3.2%; influenza NS1A: -3%; tuberculosis growth: -9%; Salmonella PhoP GFP: -6%; H37Rv inhibition: 4%

Results for OCCNc1nc(Nc2cccc(O)c2)nc2ccccc12 ?
VEEV TC-83 Vero: 4.0%; influenza NS1A: -2%; tuberculosis growth: 32%; Salmonella PhoP GFP: -4%; H37Rv inhibition: 4%

How did Cc1ccc(SC(C)C(=O)NC(N)=O)c(C)c1 (centres undefined) do in these assays?
VEEV TC-83 Vero: 1.1%; influenza NS1A: -7%; tuberculosis growth: 3%; Salmonella PhoP GFP: -19%; H37Rv inhibition: -5%

How did O=C(Nc1ccccc1)C1CCN(c2nccs2)CC1 do in these assays?
VEEV TC-83 Vero: 0.6%; influenza NS1A: 5%; tuberculosis growth: 26%; Salmonella PhoP GFP: 2%; H37Rv inhibition: 18%

How did O=C(O)CCC(=O)Nc1ccc(C(=O)OCC(=O)c2ccc(Cl)cc2)cc1 do in these assays?
VEEV TC-83 Vero: 0.3%; influenza NS1A: -13%; tuberculosis growth: 14%; Salmonella PhoP GFP: -2%; H37Rv inhibition: 10%

Results for O=C(c1cccc(Cl)c1)N1CCC(N2CCC(C(=O)N3CCOCC3)CC2)CC1 ?
VEEV TC-83 Vero: 0.1%; influenza NS1A: 7%; tuberculosis growth: 1%; Salmonella PhoP GFP: 2%; H37Rv inhibition: -3%

How did CN(C)c1ccc(S(=O)(=O)N2CCCCC2)cc1NC(=O)C1=NN(c2ccccc2)C(=O)CC1 do in these assays?
VEEV TC-83 Vero: 7.0%; influenza NS1A: 8%; tuberculosis growth: -3%; Salmonella PhoP GFP: 4%; H37Rv inhibition: 7%

How did CC[C@@H]1[C@H]2CCCC(=O)N3CC[C@@H](C[C@@H]1OC(=O)Nc1ccccc1)[C@@H]23 do in these assays?
VEEV TC-83 Vero: 0.7%; influenza NS1A: 7%; tuberculosis growth: 1%; Salmonella PhoP GFP: -12%; H37Rv inhibition: 2%

How did CCCCCCCCCCn1cc(C(C)=O)c(=O)[nH]c1=O do in these assays?
VEEV TC-83 Vero: 1.5%; influenza NS1A: 8%; tuberculosis growth: 4.7µM*; Salmonella PhoP GFP: 3%; H37Rv inhibition: 4%

Results for Cc1cc(OCC(=O)NCCc2c[nH]c3ccccc23)c2c(C)cc(=O)oc2c1 ?
VEEV TC-83 Vero: 6.5%; influenza NS1A: -2%; tuberculosis growth: -4%; Salmonella PhoP GFP: 19%; H37Rv inhibition: -6%

In the list so far, 6 contain an NH in an aromatic ring.
How did Cc1ccc(F)cc1NC(=O)CSc1n[nH]c(N)n1 do in these assays?
VEEV TC-83 Vero: 1.8%; influenza NS1A: -10%; tuberculosis growth: -6%; H37Rv inhibition: -3%

What do the screens show for `CSc1nc2sc3c(c2c(=O)[nH]1)CC(C)(C)OC3`?
VEEV TC-83 Vero: 1.7%; influenza NS1A: -3%; tuberculosis growth: 6%; Salmonella PhoP GFP: -5%; H37Rv inhibition: -2%

Results for CCOC(=O)c1c(NC(=O)CSc2ncn[nH]2)sc(C)c1C ?
VEEV TC-83 Vero: 1.1%; influenza NS1A: 21%; tuberculosis growth: 3%; Salmonella PhoP GFP: -6%; H37Rv inhibition: -2%

What do the screens show for `O=C(Nc1nccs1)c1nc[nH]c1C(=O)N1CCN(c2ccccc2)CC1`?
VEEV TC-83 Vero: 0.4%; influenza NS1A: 11%; tuberculosis growth: -5%; H37Rv inhibition: -2%

How did CCCCCCCCCCn1cc(C(C)=O)c(=O)[nH]c1=O do in these assays?
VEEV TC-83 Vero: 1.5%; influenza NS1A: 8%; tuberculosis growth: 4.7µM*; Salmonella PhoP GFP: 3%; H37Rv inhibition: 4%

Results for Cc1cc(OCC(=O)NCCc2c[nH]c3ccccc23)c2c(C)cc(=O)oc2c1 ?
VEEV TC-83 Vero: 6.5%; influenza NS1A: -2%; tuberculosis growth: -4%; Salmonella PhoP GFP: 19%; H37Rv inhibition: -6%
